# Assay outcomes (PubChem BioAssay)
# FLuc modulator: counter-screen for miR-21 project: firefly luciferase inhibitors or activators; Potency, µM (top dose mostly 57.5 µM), without a hit: at the highest dose activity change, negative = inhibition, usual class: inhibitors; AID 588342; purified FLuc, Km substrates, luminescence inhibition; 360,000 tested, 6.9% active; P08659; active = well fitted inhibition curve with a large enough effect; inconclusive = small, poorly fitted or top-dose-only effect;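 also: plate controls were vehicle for no effect and reference inhibitor for full effect; nearly all actives have a fitted effect of over 55% in size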
# Target sequence (P08659 whole entry, looked up): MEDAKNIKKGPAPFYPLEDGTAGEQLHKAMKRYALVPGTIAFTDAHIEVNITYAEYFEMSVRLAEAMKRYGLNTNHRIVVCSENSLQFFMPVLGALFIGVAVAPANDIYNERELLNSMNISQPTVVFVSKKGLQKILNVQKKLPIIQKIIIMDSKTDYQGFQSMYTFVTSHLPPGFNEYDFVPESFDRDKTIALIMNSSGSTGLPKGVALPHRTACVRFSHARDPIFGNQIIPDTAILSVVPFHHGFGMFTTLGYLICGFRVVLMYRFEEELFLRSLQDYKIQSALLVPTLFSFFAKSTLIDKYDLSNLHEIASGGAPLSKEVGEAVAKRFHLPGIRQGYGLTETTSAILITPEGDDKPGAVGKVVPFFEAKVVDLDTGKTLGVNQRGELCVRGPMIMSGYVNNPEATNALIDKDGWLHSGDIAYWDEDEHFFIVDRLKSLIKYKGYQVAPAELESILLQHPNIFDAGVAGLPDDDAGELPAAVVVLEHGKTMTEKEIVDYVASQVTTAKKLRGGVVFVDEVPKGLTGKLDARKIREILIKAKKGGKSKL
#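 Purified P. pyralis luciferase, 10 nM final, with Km-level 10 uM D-luciferin and 10 uM ATP in 50 mM Tris acetate pH 7.5, 10 mM Mg acetate, 0.01% Tween-20, 0.05% BSA; 6-point qHTS titration about 60 µM downward; luminescence read.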
# The depositor's hits bear a star; ? = inconclusive. Potency is read from the fitted curve at half-maximal effect. Only part of the results is shown; rates above refer to the full screens.
molecule,FLuc modulator
CCOCCCNC(=O)C(c1ccccc1)N(Cc1cccs1)C(=O)c1ccc(NC(C)=O)cc1 (configuration not stated),1.2%
COc1ccc(CCNC(=O)CCc2c(C)nc3c4cccnc4nn3c2C)cc1OC,-3.8%
CC(C)Oc1ccc(CNC(=O)c2cnc3sc(N4CCCC4)nn3c2=O)cc1,0.7%
CCn1nc(-c2ccccc2)c(-c2ccccc2)c(C(=O)Nc2ccc(S(N)(=O)=O)cc2)c1=O,-11.4%
COc1cccc(C(=O)N2CCC(C(=O)Nc3cccc(Cl)c3)CC2)c1,2.9%
Cc1ccc(Cn2c(CCCNC(=O)C3CCCCC3)nc3ccccc32)cc1,-16.9%
CCOC(=O)N1CCN(C(=O)c2c(C)nn(-c3cccc(C)c3)c2-n2cccc2)CC1,-7.1%
CCCNC(=O)c1ccc(-n2c(-c3ccccc3)cc3c2CCCCC3)cc1,-11.7%
CSc1ccc(CCNC(=O)c2ccc3c(c2)c(C)c(C)n3Cc2ccc(F)cc2)cc1,2.9%
CCc1ccc(CNC(=O)CCN2C(=O)COc3ccccc32)cc1,-18.6%
COc1cccc(-c2nc(SCC(=O)Nc3ccc4c(c3)OCCO4)c(-c3ccc(C)cc3)[nH]2)c1,-8.5%
Cc1ccc(S(=O)(=O)NCCc2cn3ccsc3n2)c(C)c1,-1.7%
CCCCNC(=O)c1cc(-c2cccnc2)nc2ccc(S(=O)(=O)NCCCC)cc12,-1.5%
O=C(Cc1ccc(-c2ccccc2)cc1)NCCS(=O)(=O)N1CCN(c2ccc(F)cc2)CC1,-5.8%
Cn1cc(S(=O)(=O)N2CCCC2)cc1C(=O)Nc1ccc(C(F)(F)F)cc1,-6.0%
O=C(c1ccc(Cl)cc1)N(Cc1ccco1)Cc1ccco1,-16.4%
COCC(=O)NCc1nc2cccnc2n1Cc1ccc(F)cc1,0.7%
Cc1ccc(C)c(CS(=O)(=O)c2cn(CC(=O)N(C(C)C)C(C)C)c3ccccc23)c1,6.2%
O=C(Nc1ccccc1)c1cn(-c2ccccc2)nc1-c1ccccc1,-1.8%
Cc1c(CC(=O)NCc2ccccc2Cl)c(=O)oc2cc(O)ccc12,21.3µM*

# Next section.
molecule,FLuc modulator
COC(=O)c1ccccc1NC(=O)CSc1nc2ccccc2nc1Cc1ccc(F)cc1,-2.3%
COc1ccc(CNC(=O)Cc2ccc(NC(=O)N3CCSc4ncccc43)cc2)cc1OC,-8.0%
CCCSc1nnc(NC(=O)Cc2coc3cc(C)ccc23)s1,0.4%
CC(C)OCCCNC(=O)CCCn1c(SCC(=O)c2ccc(F)cc2)nc2c(sc3ccccc32)c1=O,3.4%
COc1ccc(Cl)cc1-n1cc(-c2ccccc2)nc1SCC(=O)Nc1ccc(C)cc1,-1.9%
CCOC(=O)c1cc(-c2ccccc2)n(-c2cccc(C(=O)NC(C)(C)C)c2)c1C,2.7%
CC(CCc1ccccc1)NC(=O)CSc1n[nH]c(-c2ccccc2)n1 (configuration not stated),-3.1%
Cc1nc(N2CCCC2)c2c(C(=O)Nc3cccc(Cl)c3C)c(C)oc2n1,-6.4%
Cc1ccc(C)c(NC2=C(c3ccc(C(F)(F)F)cc3)C(=O)c3ccccc32)c1,0.0%
CCN(C(=O)CCc1nc(-c2ccc(C)cc2)no1)c1cccc(Cl)c1,-9.8%
Cc1cccc(NC(=O)CSc2ncc3c(n2)-c2ccccc2N(Cc2ccc(F)cc2)S3(=O)=O)c1C,2.0%
CC(=O)c1ccc(NC(=O)CSc2cn(CC(=O)N3CCCCC3)c3ccccc23)cc1,3.7%
COc1ccc(NC(=O)CSc2nc3nc(C)c(Cc4ccccc4Cl)c(C)n3n2)cc1OC,-12.8%
O=C(c1ccc2c(c1)N(Cc1ccccc1)C(=O)c1ccccc1S2(=O)=O)N1CCN(Cc2ccccc2)CC1,1.2%
CCCOC(=O)c1c(NC(=O)c2cc3nc(-c4ccc(OC)cc4)cc(C(F)(F)F)n3n2)sc2c1CCCC2,-5.7%
COc1ccc(Br)c2c1-c1nc(NC(=O)c3ccccc3SC)sc1C2,-5.9%
COc1cc(NC(=O)c2cc(Cl)ccc2Cl)ccc1NC(=O)c1cc2ccccc2o1,6.8%
O=C(Nc1ccc2oc(-c3cccnc3)nc2c1)c1ccc(-c2ccccc2)o1,-19.0%
COc1ccc(N2CCN(C3C(=O)c4ccccc4N3C(C)=O)CC2)cc1 (configuration not stated),-10.8%
CCOc1ccc(S(=O)(=O)NCCc2csc3nc(-c4ccc(F)cc4)nn23)cc1,6.6%

# The results go on.
molecule,FLuc modulator
Cc1cc(OCC(=O)Nc2nc3c(s2)CCCC3)cc(C)c1Cl,-10.1%
Cc1cc(-c2ccc(C)c(S(=O)(=O)Nc3ccccc3C(F)(F)F)c2)on1,?
Cc1ccc(/C=C/c2onc(C)c2S(=O)(=O)N2CCC(C(=O)Nc3ccc(C)c(N(C)C)c3)CC2)cc1,0.0%
Cc1cccc(NC(=O)CN2C(=O)C(c3ccc(F)cc3)=NC23CCCCCC3)c1,3.8%
O=C(CSc1nc2c([nH]c3ccccc32)c(=O)n1-c1ccccc1)Nc1ccccc1C(F)(F)F,3.5%
O=C(Nc1ccc2oc(-c3ccc4ccccc4c3)nc2c1)c1ccccc1F,-6.7%
CCCn1c(COc2cccc(C)c2)nc2ccccc21,?
CCn1c2ccccc2c2cc(CN3CCN(Cc4cccc(Cl)c4)CC3)ccc21,-0.9%
COc1ccc(C2c3c(-c4c(C)cc(C)cc4O)n[nH]c3C(=O)N2Cc2ccco2)cc1 (configuration not stated),-10.4%
Cc1ccc(NCc2ccccc2-c2nnc(-c3ccccc3Cl)o2)cc1Cl,?
CCn1c(=O)cc(SCC(=O)Nc2cc(Cl)ccc2OC)c2ccccc21,-19.5%
CCCNC(=O)CSc1nc2nc(C)c(Cc3ccccc3Cl)c(C)n2n1,1.9%
CC(C)CC(=O)NCc1nc2cccnc2n1Cc1ccccc1,-0.6%
O=c1oc2c(CN3CCN(CCO)CC3)c(O)ccc2cc1-c1ccccc1,-9.7%
O=C(Nc1cccc(O)c1)c1cc(-c2ccccc2F)no1,1.5%
Cc1ccc(NC(=O)CCCc2nnc3n(C)c(=O)c4sccc4n23)cc1F,1.9%
CCc1ccccc1N(C)C(=O)c1cc2c(s1)-c1c(C)cccc1OC2,-3.6%
O=C(Cn1cc(S(=O)(=O)Cc2ccc(F)cc2)c2ccccc21)NCc1ccccc1,-1.1%
CN(C1CCCCC1)S(=O)(=O)c1ccc(F)c(C(=O)Nc2ccc(C(F)(F)F)cc2)c1,-2.2%
COc1ccc(OC)c(CNC(=O)c2ccc3c(c2)c(C)c(C)n3C)c1,-14.2%

# Continued.
molecule,FLuc modulator
CCOC(=O)N1CCc2c(sc(NCc3cccc(F)c3)c2C(=O)Nc2ccc(OC)cc2OC)C1,15.1µM*
Cc1ccc(CNC(=O)C(=O)NCC(c2ccc3c(c2)OCO3)N2CCOCC2)cc1 (configuration not stated),2.6%
COC(=O)c1ccccc1NC(=O)CSc1nc(=O)cc(N)n1-c1ccccc1,-8.0%
CCOC(=O)c1sc2ccccc2c1S(=O)(=O)N1CCN(c2ccccc2F)CC1,-7.9%
COc1ccccc1N1CCN(C(=O)c2cc3c(=O)n(C)c4ccccc4c3s2)CC1,-16.7%
COc1ccc(NC(=O)c2c(-c3ccc(C)cc3)nnc3ccccc23)cc1OC,-9.2%
O=C(NCc1ccccc1Cl)c1cc(-c2ccccc2)n[nH]1,?
O=C(CCS(=O)(=O)c1cc(Br)cc2c1N(C(=O)C1CC1)CC2)N1CCN(c2cccc(C(F)(F)F)c2)CC1,-12.3%
CC(C)Oc1ccc(CNC(=O)CCCn2c(=O)c3cccn3c3cccnc32)cc1,-12.1%
CCOC(=O)c1cccc(NC(=O)CSc2cc(=O)n(C)c3ccccc23)c1,-13.2%
CN(C)c1ccc(C2C=C(c3ccccc3)Nc3nnnn32)cc1 (configuration not stated),-7.1%
CCc1nn(CC(=O)NCC(C)c2ccccc2)c(=O)c2cc3c(OC)cccc3n12 (configuration not stated),-0.3%
COc1ccc(-c2noc(CN(C(C)C)S(=O)(=O)c3ccc(Br)cc3)n2)cc1,4.6%
COc1ccc(CCNC(=O)c2c(O)nc3c(C)cccn3c2=O)cc1,5.2%
Cc1ccccc1NC(=O)CSc1nnc(-c2cccs2)o1,-9.4%
CC(=O)N1CCc2cc(CNS(=O)(=O)c3ccccc3C(F)(F)F)ccc21,-13.1%
Cc1nn(-c2ccc(N3CCCCC3)nn2)c(C)c1CCC(=O)NCc1ccc(Cl)cc1,?
CCOc1ccccc1C(=O)NCc1ccc2c(c1)CCN2C(=O)c1ccccc1,-16.8%
Cc1cccc(C(=O)Nc2ccc(C(=O)OCc3cc(=O)n4c(C)csc4n3)cc2)c1,-5.2%
Cc1ccc(CNC(=O)CCCCCn2c(=O)c3sccc3n(CC(=O)Nc3c(C)cc(C)cc3C)c2=O)cc1,0.1%

# Entries from the list above containing bromine (3):
molecule,FLuc modulator
COc1ccc(Br)c2c1-c1nc(NC(=O)c3ccccc3SC)sc1C2,-5.9%
O=C(CCS(=O)(=O)c1cc(Br)cc2c1N(C(=O)C1CC1)CC2)N1CCN(c2cccc(C(F)(F)F)c2)CC1,-12.3%
COc1ccc(-c2noc(CN(C(C)C)S(=O)(=O)c3ccc(Br)cc3)n2)cc1,4.6%

# Next section.
molecule,FLuc modulator
Cc1cccc(Nc2ncc(NC(=O)c3cccc(F)c3)c(Nc3cccc(C)c3)n2)c1,-0.4%
O=C(c1ccc(F)cc1)N1CCC(c2nc3ccccc3s2)CC1,-10.0%
Cc1cccc(OCCCCn2c(C3CC(=O)N(c4ccc(C)cc4C)C3)nc3ccccc32)c1 (configuration not stated),-13.6%
COc1ccc(C(=O)Oc2c(Sc3ccccc3)c(C)nn2-c2ccccc2)cc1OC,0.7%
CCOc1ccccc1Nc1nnc(-c2cc3cc(OC)ccc3oc2=O)s1,-2.3%
Cc1oc2ccc(O)c(CN3CCCC3)c2c1C(=O)Nc1ccccc1,1.0%
COc1cccc(CNC(=O)c2cccn2-c2nnc(N3CCCC3)s2)c1,2.3%
Cc1cccc(-c2noc(-c3cc(-c4ccc(F)cc4)n[nH]3)n2)c1,-6.7%
FC(F)(F)c1cccc(N2CCN(Cc3nnc(-c4ccccc4)o3)CC2)c1,-0.9%
Cc1cc(C)cc(N(C)S(=O)(=O)c2nnc(NC(=O)COc3ccc(C)c(C)c3)s2)c1,-13.2%
Clc1ccc(NCc2nc3ccccc3n2CCOc2ccccc2)cc1,?
Cc1cc(C)cc(Nc2nc3cc(Cl)c(Cl)cc3nc2-n2nc(C)cc2C)c1,-3.3%
CC(=O)N1CCc2c(sc(NC(=O)CSc3ccc(F)cc3)c2-c2nc3ccccc3s2)C1,-5.2%
CCCS(=O)(=O)N1CC(=O)N(c2cccc(Cl)c2C)C(C)(C(=O)NC2CCCC2)C1 (configuration not stated),-0.7%
COc1cccc(N2CCN(c3nc4ccc(C(=O)c5ccccc5)cc4n4c(C)nnc34)CC2)c1,-1.6%
COc1ccc(S(=O)(=O)c2cnc3cc(OC)c(OC)cc3c2N2CCCC(C)C2)cc1 (configuration not stated),-8.7%
CCN(CC)CCN(C(=O)c1ccco1)c1nc2cc(C)cc(C)c2s1,-5.8%
Cc1c(Cl)cccc1NC(=O)c1oc2ccc(S(=O)(=O)N3CCC4(CC3)OCCO4)cc2c1C,-0.9%
Cc1ccc2onc(CC(=O)N3CCN(c4cccc(Cl)c4)CC3)c2c1,?
Cc1cccc(C(=O)Nc2sc3c(c2C(=O)N2CCCCC2)CCC(C)C3)c1 (configuration not stated),?

# More compounds:
molecule,FLuc modulator
Fc1ccc(NCc2ccccc2-c2nnc(-c3ccccc3Cl)o2)cc1Cl,?
CCCCn1c(=N)n(CCOc2ccccc2OC)c2ccccc21,0.3%
COc1ccc2c(C)c(CCC(=O)NCc3ccc(C)cc3)c(=O)oc2c1,0.6%
CC(C)Cn1c(-c2cccc(Br)c2)nc2ccccc21,-17.2%
Cc1ccc(Cl)cc1-n1ncc2c(NCCC3=CCCCC3)ncnc21,?
Cc1ccccc1NC(=O)c1c2c(nc3ccccc13)C(=O)N(C1CCCCC1)C2,5.4%
CCC12CN3CC(CC)(CN(C1)C3c1cccc(OC)c1O)C2=O (configuration not stated),-2.1%
CCCCn1cc(S(=O)(=O)c2ccc(OC)cc2)c(=O)c2cc(CC)ccc21,2.7%
O=C(Nc1ccc(F)cc1F)c1c2c(nc3ccccc13)C(=O)N(C1CCCCC1)C2,-1.5%
Cc1ccc(Cn2c(C)c3cnn(CC(=O)NCc4ccccc4)c(=O)c3c2C)cc1,-15.1%
CC(=O)Nc1nnc(SCc2cc(=O)c3cccc(Cl)c3[nH]2)s1,-8.9%
Cc1c(C(=O)Nc2ccc(C(C)C)cc2)sc2nc[nH]c(=O)c12,?
CC(C)Oc1ccc(CNC(=O)c2ccc3c(c2)N(Cc2ccc(F)cc2)CCS3)cc1,1.9%
Cc1c(C(=O)N2CCCC2)oc2c1-c1nn(CC(=O)NCc3ccccc3F)cc1CC2,-12.9%
Cc1ccccc1CNC(=O)c1sc2ncnc(N(C)C3CCCCC3)c2c1C,4.2%
CCC(C(=O)Nc1cccc(C#N)c1)n1c(=O)c(-c2ccccc2NC(C)=O)nc2ccccc21 (configuration not stated),-11.3%
CCOc1ccc(/C=C(\C#N)c2nc(-c3cc4ccccc4oc3=O)cs2)c(OCC)c1,-6.1%
O=C(CC1N=C2c3ccccc3N=C(SCC(=O)Nc3ccccc3F)N2C1=O)NCc1cccs1 (configuration not stated),-6.2%
